N370S GC = inhibitors or activators of N370S glucocerebrosidase for Gaucher disease | P04062 | N370S GC spleen homogenate, 4MU-glucoside fluorescence | Potency, µM (series often up to 59.4 µM), without a hit: at the top dose activity change, negative = inhibition, usual class: inhibitors | 330,000 compounds, 0.092% hits | AID 2101;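 further: 0% = full enzyme activity and -100% = no enzyme basal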
TDP1 cell CPT = growth inhibition of DT40 Tdp1-/-;hTDP1 cells with camptothecin (screen for TDP1 inhibitors) | chicken DT40 Tdp1-/-;hTDP1 cells + 20 nM CPT, ATP luminescence, 48 h | Potency, µM (highest dose often 46.2 µM), without a hit: top-dose activity change, negative = growth inhibition, usual class: inhibitors | 420,000 compounds, 12% hits; further: nearly all actives have a fitted effect of over 55% in size
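Cell growth measured by CellTiter-Glo luminescence after a minimum 48 h, 37 C compound exposure with 20 nM CPT in Tdp1-knockout DT40 cells stably expressing hTDP1, seeded 400/well; qHTS titration format.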
FEN1 inh = blocks human flap endonuclease 1; Recombinant FEN1 flap cleavage, fluorescence, 15 min; Potency, µM (top dose mostly 114 µM), inactives show top-dose activity change, negative = inhibition, usual class: inhibitors; 390,000 compounds, 0.35% hits; further: nearly all actives have a fitted effect of over 65% in size
Target sequence (P39748 whole entry, looked up): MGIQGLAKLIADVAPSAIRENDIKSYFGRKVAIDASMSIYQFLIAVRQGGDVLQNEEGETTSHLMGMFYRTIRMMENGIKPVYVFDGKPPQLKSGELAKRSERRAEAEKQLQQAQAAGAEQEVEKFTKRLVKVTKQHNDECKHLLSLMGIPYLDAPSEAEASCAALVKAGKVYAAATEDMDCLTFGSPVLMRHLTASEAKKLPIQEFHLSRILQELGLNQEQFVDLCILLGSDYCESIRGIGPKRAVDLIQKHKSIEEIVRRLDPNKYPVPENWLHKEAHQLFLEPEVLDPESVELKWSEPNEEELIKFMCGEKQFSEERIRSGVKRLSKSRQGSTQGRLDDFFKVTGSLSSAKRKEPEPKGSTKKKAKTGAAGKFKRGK
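Nuclease activity of 10 nM FEN1 was measured after 15 min of room-temperature exposure to titrated compounds, by adding 50 nM flap substrate and reading plates at 0 and 15 min.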
The depositor's hits bear a star; ? = inconclusive; . = not tested or not shown; & = joins results of further samples; [ ] = dose if it differs, or a comment. The call rests on the fitted dose curve; in most records, active means well fitted curve in the direction sought with a large enough effect; inconclusive means small, poorly fitted or top-dose-only effect, or another doubt; inactive means no such curve, though single readings can be large; an effect the other way counts as inactive or inconclusive. Unless noted, on the % scale 0 is the no-effect control and ±100 the full control effect; potency means the concentration at half of the fitted maximal effect. Some of the compounds tested; count on the stated rates, not on these rows.

SMILES | N370S GC | TDP1 cell CPT | FEN1 inh
CC(=C1C2C=CC1C1C(=O)NC(=O)C21)c1ccccc1 (configuration not stated) | 2% | -27% | 3%
Cc1cccc(-c2nc3c4ccccc4nc(N4CCN(c5ccc(F)cc5)CC4)n3n2)c1 | . | 6% | -3%
CC(C)CN(C(=O)CSc1nnc(-c2ccco2)o1)c1c(N)n(Cc2ccccc2)c(=O)[nH]c1=O | 5% | -2% | 11%
c1ccc(-n2nnnc2Oc2ccc(-n3ccnc3)cc2)cc1 | 0% | -13% | -5%
COc1ccc(CNC(=O)[C@H](Cc2c[nH]c3ccccc23)NC(=O)[C@@H]2Cc3ccccc3CN2)cc1 | 2% | ? | 4%
CCN(CC)CCN1C(=O)C(=O)/C(=C(/O)c2c(C)[nH]c(C(=O)OC)c2C)C1c1ccccc1 (configuration not stated) | -2% | -15% | -4%
CC(=O)Nc1cccc(NC(=S)Nc2cccc(Cl)c2C)c1 | 4% | -1% | 12%
O=C(NCc1ccccn1)/C(=N/O)c1ccccc1 | 10% | 15µM* | 5%
Cc1cc(NC(=O)c2sccc2C)n(-c2cccc(Cl)c2)n1 | -5% | -13% | 5%
COc1ccc([C@H]2CC(=O)C=C(c3ccc4ncccc4c3)C2)cc1OC | . | ? | -20%
Cc1ccc(-c2nc3cc(Cl)ccc3o2)cc1 | 3% | -8% | 3%
Cc1cccc(CNc2nc(-c3cccnc3)nc3ccccc23)c1 | ? | ? | .
COc1cc(/C=N/O)ccc1Oc1cnccn1 | -12% | 1% | 11%
CCOC(=O)c1ccc(-c2ccc3oc(-c4ccsc4)cc(=O)c3c2)cc1F | . | -15% | 0%
COc1cccc([C@@H]2Oc3ccc(Br)cc3C(=O)[C@H]2OC(=O)NC2CCCC2)c1 | 23%&14% | ? | -25%
COc1ccc(C)cc1S(=O)(=O)Nc1cc(Cl)ccc1Cl | 15% | -28% | -9%
CCC(=O)C1=C(c2ccc(Cl)cc2)N(C(=O)CC)n2c(C)nnc2S1 | . | 8.2µM* | ?
COCCCNCC(O)C(F)(F)F (configuration not stated) | -2% | -12% | -2%
O=C(NCc1csc2ccccc12)Nc1cc(Cl)cc(Cl)c1 | 8% | ? | 3%
CN(C)CCCNC(=O)c1cc(Br)ccc1O | -9% | 7% | 2%
CCOC(=O)C1=C(C)N(CCCCCC(=O)O)C(=O)NC1c1ccc(Cl)cc1 (configuration not stated) | -1% | 0% | -3%
COc1ccc(CN(C)Cc2nc3scc(-c4ccccc4)c3c(=O)[nH]2)cc1OC | -12% | 13µM* | -22%
COc1ccc(CNC(=O)COC(=O)c2ccc(S(=O)(=O)N3CCCCC3)cc2)cc1 | . | 2% | 2%
Cc1ccc(-n2ncc3c(=O)n(CC(=O)NC4CCCCC4)cnc32)cc1 | 7% | -27% | -4%
Cc1cccc(NC(=O)c2cc([N+](=O)[O-])ccc2NCC2CCCO2)n1 (configuration not stated) | -12% | 4% | 10%
CCOC(=O)c1c(NC(=O)CN2C(=O)NC3(CCCCC3C)C2=O)sc(C)c1CC (configuration not stated) | -12% | ? | -23%
CC(=O)Nc1ccc(NC(=O)C(NS(=O)(=O)c2cccc3nsnc23)C(C)C)cc1 (configuration not stated) | 7% | 12% | -3%
COc1cc(OC)c(C(=O)OCC(=O)N2CCOCC2)cc1OC | 0% | 3% | 14%
O=C(NC1CC1)c1ccc(NC(=O)C2CCCC2)cc1 | . | 8% | 14%
Cc1ccc(CNC(=O)[C@H](Cc2ccccc2)NC(=O)C2CCNCC2)cc1 | 2% | -2% | -1%
CC(C)(C)c1ccc(C(=O)O/N=C(\N)c2ccccn2)cc1 | 0% | 23µM* | -10%
O=C(NCc1ccco1)c1cc(NS(=O)(=O)c2cccc([N+](=O)[O-])c2)ccc1O | -11% | -7% | 0%
COc1ccc(CNc2nc3ccccc3s2)cc1OC | 4% | ? | -5%
CCN(CC)S(=O)(=O)c1ccc(C(=O)NCc2ccc(C)cc2)cc1 | -9% | ? | -12%
O=C(Nc1ccc2c(c1)OCCO2)c1cc(-n2cnnc2)ccc1Cl | 1% | -22% | -3%
Nc1nc(N)c(N=O)c(OCC2CCCCC2)n1 | -4%&-22% | 12µM* | -7%
Cc1cccc(Nc2nc(N)c([N+](=O)[O-])c(N3CCN(C)CC3)n2)c1 | -13% | ? | -8%
CC(=O)Nc1cc2c(cc1NC(=O)Cn1nc(-c3ccc(F)cc3)ccc1=O)OCCO2 | -4% | 1% | -1%
O=C(OCC(=O)N1CCCC1=O)c1cc2ccccc2o1 | . | 3% | -3%
COc1cccc(C2c3cc4c(cc3OC(C)(N3CCCC3)C2C)OCO4)c1O (configuration not stated) | . | 13µM* | -11%

Exported field by field: two of the compounds above.
> O=C(Nc1ccc2c(c1)OCCO2)c1cc(-n2cnnc2)ccc1Cl
  N370S GC: 1% | TDP1 cell CPT: -22% | FEN1 inh: -3%

> O=C(NCc1ccco1)c1cc(NS(=O)(=O)c2cccc([N+](=O)[O-])c2)ccc1O
  N370S GC: -11% | TDP1 cell CPT: -7% | FEN1 inh: 0%

Further records
SMILES | N370S GC | TDP1 cell CPT | FEN1 inh
CCOc1ccc(CCNC(=O)C2CCCN(c3ncnc4c3nc3n4CCCCC3)C2)cc1 (configuration not stated) | 1% | ? | 3%
COCCCNC(=O)CC1C[C@H](C(=O)N2CCCCC2)[C@@]2(C)c3[nH]c4ccc(OC)cc4c3CCN2C1=O (some centres not stated) | . | 1% | 15%
CN(C)CC/C=C1/c2ccccc2CS(=O)(=O)c2ccccc21 | . | 14% | 13%
S=C(NCc1ccccn1)Nc1ccccc1 | -1% | 17% | 17%
CC1(C)CC(=O)C2=C(C1)OC(N)=C(C#N)C2c1ccc(OC(=O)N2CCOCC2)cc1 (configuration not stated) | 4% | -6% | 8%
Cn1cccc1CC(=O)N/N=C/C(Cl)=C/c1ccccc1 | -8% | ? | -4%
O=C(NCc1ccccc1)c1ccc2nccnc2c1 | -2% | ? | -12%
COc1cccc(NC(=S)N2CCN(c3ccccn3)CC2)c1 | -11% | ? | 6%
Cc1ccc(C)c(N2C(=N)S/C(=C\c3ccc(-c4ccccc4C(=O)O)o3)C2=O)c1 | -10% | 4% | -14%
COc1ccc(NS(=O)(=O)c2cccc(C(=O)NCC3(N4CCCCC4)CCCCC3)c2)cc1 | -4% | ? | -10%
FC(F)(F)c1cnc(C(c2ccccc2)c2ncn[nH]2)c(Cl)c1 (configuration not stated) | -10% | 30%[activator] | 11%
Cc1ccc(S(=O)(=O)N2CCN(C3CC4CCC3C4)CC2)cc1 (configuration not stated) | -13% | ? | -17%
COc1ccc(-c2oc3ccc(-c4cc(OC)c(OC)c(OC)c4)cc3c2-c2ccc(OC)nc2)cc1 | 10% | 15µM* | -5%
CCOC(=O)N1CCN(Cc2ccc3ccccc3c2)CC1 | -19% | -13% | 0%
Cc1ccc(NC(=O)Nc2nnc(N3CCCC3)s2)cc1C | . | -1% | -20%
CCn1c(Cc2cccs2)nnc1SCC(=O)NC1CC1 | -5% | -15% | 18%
Cc1ccc(OC(=O)N2CCOCC2)cc1 | 4% | 3% | -1%
COc1ccc(NC(=O)C2CCCN2S(=O)(=O)c2cccc3cccnc23)cc1OC (configuration not stated) | 5% | 6%&-25% | 6%&-1%
Cc1ccc(NC(=O)c2ccccn2)c(Br)c1 | 6% | ? | 7%
CCn1cc(C(=O)Nc2ccccc2C(=O)OC)cn1 | . | -5% | 12%
COc1cc(OC)cc(C(=O)Nc2cc3c(cc2N2CCOCC2)n(C)c(=O)n3C)c1 | . | -14% | 7%
CCOC(=O)CSc1nc2cc(C(=O)N3CCCC3)ccc2c(=O)n1Cc1ccccc1 | 7% | -26% | -18%
Cc1ccc(CN2C(=O)CCC2C(=O)NC(C)C)cc1 (configuration not stated) | -17% | 10% | 1%
Cc1ccc(C(=O)Nc2cccc(NC(=O)c3cccnc3)c2)cc1 | -2% | 13% | 0%
C/C(=N/NC(=O)CSc1nc2ccccc2n1C)c1ccc(O)cc1 | 4% | -4% | 5%
O=C(CSc1nccn1C1CCCC1)Nc1cccc(F)c1 | . | -30% | 15%
Cc1cc(O)c(C2(O)C(=O)Nc3cc(Br)ccc32)cc1C (configuration not stated) | -21% | ? | -7%
CC(=O)Nc1ccc(/C=N/OCC(=O)Nc2ccc(C)cc2)cc1 | 0% | -16% | 0%
NCC(O)CC(=O)O (configuration not stated) | -3% | 2% | .
O=C(NCCc1ccc(Cl)cc1)C1(c2cccs2)CCOCC1 | . | -15% | -7%
CCOC(=O)Cc1csc(NS(=O)(=O)c2cccc([N+](=O)[O-])c2)n1 | 3% | -20% | -3%
COc1cccc(NC(=O)CNC(=O)Cn2cnc3sc4c(c3c2=O)CCCC4)c1 | 0% | -25% | -6%
Cc1ccc(NC(=O)NCCCN2CCCC2=O)cc1C | 5% | -10% | -14%
CCOC(=O)CN(C(=O)CNC(=O)c1ccco1)C(C(=O)NC1CCCC1)c1ccccc1OCC (configuration not stated) | 2% | 0% | -12%
Cc1ccc(C(=O)c2cn(CC(=O)Nc3ccc(C)cc3Cl)c3nc(C)ccc3c2=O)cc1 | . | 10µM* | 18%
COc1ccc(/C=N/NC(=O)c2cccc(NC(C)=O)c2)c(OC)c1 | 1% | 16% | -11%
Cc1cc(C(=O)CSc2nc3ccc(Cl)cc3[nH]2)c(C)n1Cc1ccco1 | . | 21µM* | 2%
COc1cccc(N2C(=O)CC(Nc3ccc(N4CCOCC4)cc3)C2=O)c1 (configuration not stated) | -4% | -24% | 7%
COc1ccc(OC)c(C2=NOC(C(=O)NCc3cccnc3)C2)c1 (configuration not stated) | -1% | ? | 0%
O=C(CCn1cnc2ccccc2c1=O)Nc1cccc(Cl)c1 | 11% | 4% | 3%
CCOC(=O)c1c(NC(=O)CSc2nnc(-c3c[nH]c4ccccc34)n2CCOC)sc2c1CCCCC2 | ? | ? | 6%
C=CCOc1ccc(/C=C/C(=O)OCC(=O)N2CCC(c3ccccc3)=N2)cc1 | . | ? | -19%
Cc1ccc2c(c1)sc1nc(=O)n(-c3ccc(Cl)cc3)c(=O)n12 | 1% | -9%&-11% | -5%&-1%
Cc1cc(Nc2ccc(Cl)cc2)nc(N)n1 | -7% | ? | -6%
COc1ccc(C(C)=O)cc1CSc1nc2ccccc2c(=O)n1-c1ccccc1C | 3% | 18µM* | 2%
COc1ccccc1/C=C/C(=O)NCCC1=CCCCC1 | ? | -28% | -16%
Cc1c(Cl)cccc1NC(=O)C1CCN(c2nc3ccccc3[nH]2)CC1 | . | ? | -13%
O=C(O)CCCNS(=O)(=O)c1ccc2c(c1)OCCCO2 | 2% | -16% | -4%
CCc1ccc(NC(=O)c2cc(S(=O)(=O)N3CCCC3)ccc2F)cc1 | . | 15µM* | -20%
CCC(C(=O)NCCCN1CC(C)CC(C)C1)n1ncn2c(cc3occc32)c1=O (configuration not stated) | -6% | -4% | 1%
CCCc1ccc(C(=O)NNc2ccccc2F)cc1 | 8% | -13% | 9%
COc1cc2[nH]c(=O)n(CCC(=O)N3CCN(Cc4ccccc4)CC3)c(=O)c2cc1OC | 16% | -6% | -1%

Quoted from the entries so far for reference:
SMILES | N370S GC | TDP1 cell CPT | FEN1 inh
COc1ccc(/C=N/NC(=O)c2cccc(NC(C)=O)c2)c(OC)c1 | 1% | 16% | -11%
Cc1cc(C(=O)CSc2nc3ccc(Cl)cc3[nH]2)c(C)n1Cc1ccco1 | . | 21µM* | 2%
COc1cccc(N2C(=O)CC(Nc3ccc(N4CCOCC4)cc3)C2=O)c1 (configuration not stated) | -4% | -24% | 7%
COc1ccc(OC)c(C2=NOC(C(=O)NCc3cccnc3)C2)c1 (configuration not stated) | -1% | ? | 0%
O=C(CCn1cnc2ccccc2c1=O)Nc1cccc(Cl)c1 | 11% | 4% | 3%
CCOC(=O)c1c(NC(=O)CSc2nnc(-c3c[nH]c4ccccc34)n2CCOC)sc2c1CCCCC2 | ? | ? | 6%
C=CCOc1ccc(/C=C/C(=O)OCC(=O)N2CCC(c3ccccc3)=N2)cc1 | . | ? | -19%
Cc1ccc2c(c1)sc1nc(=O)n(-c3ccc(Cl)cc3)c(=O)n12 | 1% | -9%&-11% | -5%&-1%
Cc1cc(Nc2ccc(Cl)cc2)nc(N)n1 | -7% | ? | -6%
COc1ccc(C(C)=O)cc1CSc1nc2ccccc2c(=O)n1-c1ccccc1C | 3% | 18µM* | 2%
COc1ccccc1/C=C/C(=O)NCCC1=CCCCC1 | ? | -28% | -16%
Cc1c(Cl)cccc1NC(=O)C1CCN(c2nc3ccccc3[nH]2)CC1 | . | ? | -13%
O=C(O)CCCNS(=O)(=O)c1ccc2c(c1)OCCCO2 | 2% | -16% | -4%
CCc1ccc(NC(=O)c2cc(S(=O)(=O)N3CCCC3)ccc2F)cc1 | . | 15µM* | -20%
CCC(C(=O)NCCCN1CC(C)CC(C)C1)n1ncn2c(cc3occc32)c1=O (configuration not stated) | -6% | -4% | 1%
CCCc1ccc(C(=O)NNc2ccccc2F)cc1 | 8% | -13% | 9%
COc1cc2[nH]c(=O)n(CCC(=O)N3CCN(Cc4ccccc4)CC3)c(=O)c2cc1OC | 16% | -6% | -1%

Compound activity from PubChem.
